High-throughput results: PubChem BioAssay, National Center for Advancing Translational Sciences (NCATS)
DRD3 antagonist: blocks the human D3 dopamine receptor. P35462. D3R cells, DiscoveRx beta-arrestin luminescence, antagonist mode; active compounds read low. max response, negative = inhibition, %. actives 2.5% (n = 360,000). AID 652054; in the data active means max response below about -50%; inconclusive means no clear call, values can overlap the other calls; further: on the % scale 0 is the no-effect control and ±100 the full control effect; mostly tested at two doses, the higher about 12 µM
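Cells plated overnight at 1500 cells/well, then exposed to library compounds with dopamine controls for 90 minutes at 37 degrees C. DiscoveRx reagent added for 30–60 minutes at room temperature; luminescence read, quantitative HTS format.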
EPAC2 antag: antagonists of human EPAC2; EPAC2 GEF exchange of Rap1B-BODIPY-GDP, fluorescence; Q8WZA2; AID 720708; Potency, µM (highest dose often 114 µM), without a hit: at the top dose activity, negative = inhibition, actives largely listed as inhibitors; actives 0.18% (n = 360,000); further: potency means the concentration at half of the fitted maximal effect; on the % scale 0 is the no-effect control and ±100 the full control effect; nearly all actives have a fitted effect of over 45% in size; many of its hits are not listed in these tables
Target sequence (Q8WZA2 whole entry, looked up): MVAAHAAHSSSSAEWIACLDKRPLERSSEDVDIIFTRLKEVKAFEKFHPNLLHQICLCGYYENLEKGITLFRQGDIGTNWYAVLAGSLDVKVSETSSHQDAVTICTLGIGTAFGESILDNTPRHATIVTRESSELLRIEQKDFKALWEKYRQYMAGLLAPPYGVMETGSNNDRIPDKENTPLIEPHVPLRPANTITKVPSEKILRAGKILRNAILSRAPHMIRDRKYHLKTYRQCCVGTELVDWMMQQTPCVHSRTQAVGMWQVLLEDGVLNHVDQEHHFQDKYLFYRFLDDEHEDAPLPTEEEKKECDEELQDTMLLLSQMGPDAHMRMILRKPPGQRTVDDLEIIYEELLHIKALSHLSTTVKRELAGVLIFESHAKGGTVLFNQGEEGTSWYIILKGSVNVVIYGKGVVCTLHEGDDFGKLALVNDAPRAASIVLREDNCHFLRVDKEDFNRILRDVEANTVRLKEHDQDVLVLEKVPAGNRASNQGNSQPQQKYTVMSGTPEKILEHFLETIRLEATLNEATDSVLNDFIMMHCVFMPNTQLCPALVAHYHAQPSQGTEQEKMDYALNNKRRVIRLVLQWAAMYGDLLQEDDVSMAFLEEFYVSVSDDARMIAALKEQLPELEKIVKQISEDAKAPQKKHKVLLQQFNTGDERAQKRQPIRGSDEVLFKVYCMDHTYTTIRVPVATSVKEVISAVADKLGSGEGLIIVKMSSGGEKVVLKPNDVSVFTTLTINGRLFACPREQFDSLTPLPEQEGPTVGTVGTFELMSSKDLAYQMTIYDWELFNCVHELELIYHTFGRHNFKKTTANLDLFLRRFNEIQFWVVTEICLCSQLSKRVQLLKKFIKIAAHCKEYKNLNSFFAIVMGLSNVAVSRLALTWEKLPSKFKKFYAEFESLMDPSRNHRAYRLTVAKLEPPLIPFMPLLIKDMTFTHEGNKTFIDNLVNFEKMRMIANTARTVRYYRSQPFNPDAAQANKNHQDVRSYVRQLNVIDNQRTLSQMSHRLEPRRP
DRD3 agonist: agonists of human D3 dopamine receptor. actives 0.58% (n = 410,000). max activation, %. D3R DiscoveRx beta-arrestin cells, luminescence, 90 min. AID 652048. P35462; in the data active means max activation above about 30%; further: 0% is about no effect; mostly tested at two doses, the higher about 12 µM
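Cells at 1500/well, incubated overnight, then treated with pinned compounds (dopamine as control) for 90 min at 37 degrees C. DiscoveRx reagent added for 30 - 60 minutes at room temperature; luminescence read.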
EPAC2 ag: EPAC2 (human) agonism; Potency, µM (highest dose often 154 µM), for the others: at the highest dose activation, usual class: activators; Q8WZA2; actives 0.079% (n = 360,000); EPAC2 activation, biochemical qHTS; response scale: 100% = 6.5 mM cAMP response; further: potency means the concentration at half of the fitted maximal effect; nearly all actives have a fitted effect of over 50% in size
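Exchange assay: 100 nM EPAC2 with 250 nM Rap1B-BODIPY-GDP and 50 uM GDP. Fluorescence (ex 480/em 540 nm) read every 5 min for 30 min at room temperature. Data normalized to 6.5 mM cAMP as agonist control.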
FUS suppressor: rescues growth of FUS-expressing yeast. actives 0.24% (n = 390,000). AID 1347120. Potency, µM (doses to about 76.6 µM), inactives show top-dose growth rescue (activation), actives largely listed as activators. S. cerevisiae FUS-expressing, growth rescue, OD600, 24 h;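 further: potency means the concentration at half of the fitted maximal effect; plate controls were DMSO vehicle for no effect and reference control for full effect; nearly all actives have a fitted effect of over 55% in size; some results filed as inactive show a strong effect at the top dose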
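Read-out: OD at 600 nm after 24hr at 30C, reporting rescue of FUS-induced yeast toxicity. Cells at OD 0.005 in galactose (2%) minimal medium; compounds tested in a dilution series; CP55940 titration from 92uM final as control.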
aSyn rescue: inhibitors of alpha-synuclein toxicity in yeast; Yeast expressing alpha-synuclein, growth rescue, BacTiter-Glo, 24 h; Potency, µM (series often up to 46.1 µM), for inactives: at the highest dose growth rescue (activation), usual class: activators; actives 0.14% (n = 370,000); AID 652106; further: potency means the concentration at half of the fitted maximal effect; % of control where 0% means no effect; nearly all actives have a fitted effect of over 65% in size
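Screening used galactose-induced yeast with toxic alpha-synuclein levels, exposed to compound for 24 hr at 30 deg C. Cell growth, read with BacTiter-Glo luminescence, gave the measured signal.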
Abeta yeast res: A-beta toxicity reversal in yeast. Potency, µM (highest dose often 46.1 µM), without a hit: at the highest dose growth rescue, usual class: activators. AID 1347071. yeast expressing A-beta42, growth rescue, OD600, 48 h; response scale: 0% DMSO, 100% iron-clioquinol control. actives 0.063% (n = 410,000); further: potency means the concentration at half of the fitted maximal effect; nearly all actives have a fitted effect of over 55% in size
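Yeast A-beta toxicity model in growth medium with pinned compounds, 48 h at 30 C; growth read as absorbance at 600 nm. Normalized to FeCl3/clioquinol equimolar mix (positive) and DMSO (negative).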
TDP-43 yeast inh: inhibitors of TDP-43 toxicity in yeast | TDP-43 expressing yeast growth rescue, BacTiter-Glo, 24 h | Potency, µM (series often up to 46.1 µM), without a hit: top-dose growth rescue (activation), hits mostly activators | actives 1.8% (n = 410,000) | AID 652104; further: potency means the concentration at half of the fitted maximal effect; % of control where 0% means no effect; nearly all actives have a fitted effect of over 50% in size
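Yeast expressing TDP-43 (pregrown in raffinose, seeded at OD600=0.02 in galactose medium) exposed to compounds 24 hr at 30 deg C. Growth read by BacTiter-Glo luminescence; rescue of toxicity appears as increased signal.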
Numbers without * were called inactive; ? = inconclusive; [ ] = another dose, or the depositor's remark. Unless noted, the call rests on the fitted dose curve; in most records, active means well fitted curve in the direction sought with a large enough effect; inconclusive means small, poorly fitted or top-dose-only effect, or another doubt; inactive means no such curve, though single readings can be large; an effect the other way counts as inactive or inconclusive.

Short forms – A = DRD3 antagonist; B = EPAC2 antag; C = DRD3 agonist; D = EPAC2 ag; E = FUS suppressor; F = aSyn rescue; G = Abeta yeast res; H = TDP-43 yeast inh
O=c1[nH]c(=S)n(CCC2=CCCCC2)c(O)c1/C=N/Nc1ccccc1
  A: -11.1; B: 10.5%; C: 2.4; D: 12.3%; E: -3.2%; F: 16.8%; G: 21.3%; H: -31.2%[inhibitor]
O=C1/C(=C/c2cc([N+](=O)[O-])ccc2Cl)N2CCC1CC2
  A: -21.0; B: -4.4%; C: -10.0; D: 6.0%; E: 11.1%; F: 3.8%; G: -14.5%; H: 17.8µM*
CN1C(C(=O)N2CCC3(CC2)OCCO3)=CC(c2ccc(F)cc2)=NS1(=O)=O
  A: 18.0; B: 0.5%; C: 2.3; D: -5.5%; E: 16.7%; F: -3.0%; G: 10.1%; H: -5.2%
COc1ccc(-n2c(-c3ccc(C)cc3)nc3ccccc3c2=O)cc1
  A: 22.3; B: ?; C: -7.0; D: 12.0%; E: 11.7%; F: -16.5%; G: -18.9%; H: ?
CCCCn1c(O)c(C(C)=NC(C)c2ccccc2)c(=O)[nH]c1=O (stereo not given)
  A: -20.6; B: -18.5%; C: 8.2; D: 0.0%[15.6 µM]; E: 25.2%; F: 1.7%; G: 3.8%; H: 13.5%
CCCCn1c(O)c(C=NC2CC3CCC2(C)C3(C)C)c(=O)[nH]c1=O (stereo not given)
  A: 8.5; B: -10.0%; C: 2.1; D: 1.6%; E: 28.0%; F: 9.7%; G: 15.0%; H: 0.0%
CCN(CC)C(=O)c1ccc(NC(=O)c2ccc(-n3cncn3)c([N+](=O)[O-])c2)cc1
  A: -12.2; B: -6.1%; C: 1.9; D: 12.2%; E: 7.4%; F: -3.9%; G: 14.1%; H: 23.4%
COc1ccc(NC2=NCCCS2)cc1OC
  A: 1.9; B: -1.6%; C: 5.2; D: 9.4%; E: 1.5%; F: 8.2%; G: 14.7%; H: -6.0%
CC(C)c1oc(=O)cc2c1[C@@H](O)[C@H]1OC(=O)[C@@]3(C)C[C@@H](O)[C@@H](O)[C@@]2(C)C13 (stereo not given in full)
  A: 21.3; B: 4.3%; C: 15.4; D: 5.3%; E: -20.1%; F: -0.6%; G: 8.6%; H: 27.1%
O=C(c1cccc2ccccc12)C1CCCN(C2CCC2)C1 (stereo not given)
  A: -51.1*; B: -9.5%; C: -16.9; D: -6.6%; E: -0.1%; F: -1.4%; G: -5.3%; H: 5.6%

Copied from the list:
FUS suppressor result of O=C(c1cccc2ccccc12)C1CCCN(C2CCC2)C1 (stereo not given) = -0.1%
FUS suppressor result of O=c1[nH]c(=S)n(CCC2=CCCCC2)c(O)c1/C=N/Nc1ccccc1 = -3.2%
aSyn rescue result of CCN(CC)C(=O)c1ccc(NC(=O)c2ccc(-n3cncn3)c([N+](=O)[O-])c2)cc1 = -3.9%
DRD3 antagonist result of COc1ccc(NC2=NCCCS2)cc1OC = 1.9

Compound profiles (already shown):
CC(C)c1oc(=O)cc2c1[C@@H](O)[C@H]1OC(=O)[C@@]3(C)C[C@@H](O)[C@@H](O)[C@@]2(C)C13 (stereo not given in full) reads DRD3 antagonist: 21.3; EPAC2 antag: 4.3%; DRD3 agonist: 15.4; EPAC2 ag: 5.3%; FUS suppressor: -20.1%; aSyn rescue: -0.6%; Abeta yeast res: 8.6%; TDP-43 yeast inh: 27.1%
O=C(c1cccc2ccccc12)C1CCCN(C2CCC2)C1 (stereo not given) reads DRD3 antagonist: -51.1*; EPAC2 antag: -9.5%; DRD3 agonist: -16.9; EPAC2 ag: -6.6%; FUS suppressor: -0.1%; aSyn rescue: -1.4%; Abeta yeast res: -5.3%; TDP-43 yeast inh: 5.6%

The list is partial; rates above refer to the full screens.
